# MPTP block = mitochondrial permeability transition pore inhibitors, primary screen, biochemical, isolated mouse mitochondria, absorbance; inhibition, % at 10 µM; 360,000 compounds, 1.4% hits; Ca2+ swelling absorbance, 30 min; AID 602449, 2012;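 active = inhibition of 50% or more, scaled per plate between neutral and stimulator controls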;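 also: 0% = DMSO wells given calcium and 100% = 1 mM EGTA wells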
# hIAP block = human IAP inhibitors, primary screen, biochemical, luminescence, uHTS; Intestinal-type alkaline phosphatase (Homo sapiens), P09923; AID 2544, 2010; 330,000 compounds, 0.12% hits; purified IAP, CDP-Star luminescence, 30 min; inhibition, % at 10 µM;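 active = inhibition reaching a set limit with compound at 10 µM in the primary screen, cut at about 35% in these data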;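 also: plate controls were DMSO wells with enzyme for no effect and no-enzyme buffer wells for full effect; values of inactives mirror those of a sister screen read the other way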
# Target sequence (P09923 whole entry, looked up): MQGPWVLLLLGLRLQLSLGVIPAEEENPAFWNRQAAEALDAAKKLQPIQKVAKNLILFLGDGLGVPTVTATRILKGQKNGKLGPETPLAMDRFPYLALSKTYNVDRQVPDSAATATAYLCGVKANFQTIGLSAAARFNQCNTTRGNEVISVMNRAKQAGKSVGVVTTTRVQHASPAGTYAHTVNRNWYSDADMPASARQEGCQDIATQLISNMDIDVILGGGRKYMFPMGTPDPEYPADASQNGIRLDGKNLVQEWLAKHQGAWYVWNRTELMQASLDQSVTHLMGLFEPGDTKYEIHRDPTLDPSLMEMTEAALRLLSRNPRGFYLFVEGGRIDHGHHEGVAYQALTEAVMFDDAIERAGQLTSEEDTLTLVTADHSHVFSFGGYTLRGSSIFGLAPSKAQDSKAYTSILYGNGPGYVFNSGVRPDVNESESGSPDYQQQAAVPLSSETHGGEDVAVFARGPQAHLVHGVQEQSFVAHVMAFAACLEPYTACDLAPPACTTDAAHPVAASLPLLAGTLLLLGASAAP
# APOBEC3G inh = APOBEC3G DNA deaminase inhibitors, primary screen, biochemical, fluorescence, single-stranded DNA substrate, uHTS; DNA dC->dU-editing enzyme APOBEC-3G (Homo sapiens), Q9HC16; recombinant A3G, ssDNA deamination FAM/TAMRA fluorescence; inhibition, % at 20 µM; 330,000 compounds, 0.28% hits; AID 493012, 2011;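 active = inhibition of at least 40% at 20 µM, with no more than 30% in the related APOBEC3A deaminase screen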;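 also: plate controls were DMSO wells with A3G for no effect and wells lacking A3G enzyme for full effect; some compounds called inactive have numbers as strong as hits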
# Target sequence (Q9HC16 whole entry, looked up): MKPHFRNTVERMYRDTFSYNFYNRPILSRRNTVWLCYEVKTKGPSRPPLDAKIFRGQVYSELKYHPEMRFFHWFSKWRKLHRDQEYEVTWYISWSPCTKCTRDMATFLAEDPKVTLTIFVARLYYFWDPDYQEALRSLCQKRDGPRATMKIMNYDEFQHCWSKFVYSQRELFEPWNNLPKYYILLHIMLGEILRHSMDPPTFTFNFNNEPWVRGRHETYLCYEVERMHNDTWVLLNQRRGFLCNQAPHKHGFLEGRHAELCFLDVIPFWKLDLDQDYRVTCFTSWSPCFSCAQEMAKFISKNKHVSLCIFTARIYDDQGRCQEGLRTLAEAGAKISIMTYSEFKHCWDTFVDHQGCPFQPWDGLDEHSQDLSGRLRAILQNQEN
# mIAP inh = inhibitors of mouse IAP, primary screen, biochemical, luminescence, uHTS. intestinal alkaline phosphatase [Mus musculus]. purified mouse IAP, CDP-Star luminescence, 30 min. inhibition, % at 10 µM. 330,000 compounds, 0.2% hits. AID 2806, 2010;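 active = inhibition of at least 40% at 10 µM in the primary screen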;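 also: plate controls were DMSO with enzyme for no effect and no enzyme wells for full effect; values of inactives mirror those of a sister screen read the other way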
# APOBEC3A inh = APOBEC3A ssDNA deaminase inhibitors, primary screen, selectivity assay for APOBEC3G inhibitor project, biochemical, FAM/TAMRA oligo cleavage fluorescence; recombinant A3A, FAM/TAMRA ssDNA deamination fluorescence; inhibition, % at 20 µM; DNA dC->dU-editing enzyme APOBEC-3A (Homo sapiens), P31941; 330,000 compounds, 0.41% hits;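 active = at least 40% inhibition at 20 µM here, with at most 30% in a related deaminase screen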;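 also: plate controls were A3A with DMSO for no effect and wells lacking A3A enzyme for full effect; some results filed as inactive read as strong as hits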
# ATG4B inh = ATG4B protease inhibitors, primary screen, biochemical, fluorescence, uHTS; ATG4B cleavage of LC3-PLA2, NBD-HPC fluorescence, 1 h; 340,000 compounds, 0.51% hits; Cysteine protease ATG4B (Homo sapiens), Q9Y4P1; inhibition, % at 8.33 µM; in the data active = inhibition above about 40%
# MIN6 prolif = inducers of MIN6 beta-cell proliferation, primary screen, ATP luminescence, uHTS | MIN6 cells proliferation, ATPlite luminescence, 48 h; cells starved in 0.2% serum; 100% = growth in 10% serum | proliferation, % at 10 µM | 330,000 compounds, 0.29% hits | AID 2380, 2010;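 active = compounds whose signal lies at least 3.5 SD above the mean of all wells on their plate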;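 also: 0% = DMSO-treated cells in low-serum medium and 100% = 10% serum control; some compounds called inactive have numbers as strong as hits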
# hIAP act = human IAP activators, primary screen, biochemical, luminescence, uHTS. Intestinal-type alkaline phosphatase (Homo sapiens), P09923. purified human IAP, CDP-Star luminescence, 30 min; stronger effect = higher value; 1 = vehicle-only enzyme, 0 = enzyme-free background. activation factor at 10 µM. 330,000 compounds, 0.16% hits. AID 2524, 2010;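 active = activation factor of the enzyme at least 2-fold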; also: the source names both 10 and 20 µM as test concentration; values of inactives mirror those of a sister screen read the other way
# mIAP act = activators of mouse IAP, primary screen, biochemical, luminescence, uHTS; muIAP, CDP-Star luminescence, 30 min; stronger effect = higher value; 1 = vehicle-only enzyme signal, 0 = enzyme-free wells; intestinal alkaline phosphatase [Mus musculus]; activation factor at 10 µM; 330,000 compounds, 0.24% hits;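 active = activation factor of at least 2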; also: the source names both 10 and 20 µM as test concentration; values of inactives mirror those of a sister screen read the other way
#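 System: Mouse IAP enzyme | Also added: CDP-Star substrate | Dosing: Compounds dispensed in DMSO | Schedule: 30 min enzyme-substrate-compound incubation at room temperature | Technique: Chemiluminescence readout | Control set: DMSO-only wells and no-enzyme negative control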
# Numbers without * were called inactive.
SMILES,MPTP block,hIAP block,APOBEC3G inh,mIAP inh,APOBEC3A inh,ATG4B inh,MIN6 prolif,hIAP act,mIAP act
Cc1noc(C)c1CSCC(=O)Nc1cc(C(F)(F)F)ccc1N1CCCCC1,1.4,-12.3,1.8,-4.9,2.7,8.4,-7.2,1.12,1.05
CC(=O)Nc1ccc(NC(=O)C(C)OC(=O)c2cccs2)cc1 (configuration not stated),-0.6,6.0,1.1,2.5,15.4,0.8,-0.2,0.94,0.975
O=C(O)CCS(=O)(=O)Cc1cccc(Cl)c1,-0.8,16.2,-7.3,7.0,-2.1,6.0,-1.7,0.838,0.93
O=C(CSc1nc2ccccc2n1Cc1ccc(Cl)cc1)N/N=C/c1ccc(C(=O)O)cc1,2.2,7.4,1.7,-7.5,0.6,3.5,-2.6,0.925,1.07
CCOCCCNCc1cccc(OCc2ccc(F)cc2)c1,1.1,1.7,-4.0,15.4,-0.8,8.5,-0.2,0.983,0.846
O=c1c2ccccc2n2c(=S)[nH]nc2n1-c1ccccc1,-1.2,-5.5,58.3*,3.0,-6.4,-4.6,0.7,1.05,0.97
O=C(Nc1nccs1)c1sc2ccccc2c1Cl,6.1,3.4,9.7,2.3,-1.2,-7.7,-5.3,0.966,0.977
Cc1nnc(SCC(=O)N(C)c2ccccc2)n1Cc1ccccc1,-1.9,-1.0,-7.1,7.0,-3.0,8.2,-2.6,1.01,0.93
CC(C)CCNC(=O)C(=O)NC1CCCC1,1.2,-30.1,-6.8,2.5,-2.3,-7.3,-3.1,1.3,0.975
Cc1c(NC(=O)COc2cccc3c2OC(C)(C)C3)c(=O)n(-c2ccccc2)n1C,-0.9,10.4,-6.4,4.3,-2.5,1.2,-4.2,0.896,0.957
O=C(CCc1ccncc1)N1CCCC(Nc2ccc(F)c(F)c2)C1 (configuration not stated),-1.2,26.6,-5.3,0.6,-3.9,-2.5,0.6,0.734,0.994
c1ccc(OCc2nc(-c3ccccc3)no2)cc1,-1.2,8.2,0.8,-2.6,1.6,-0.8,0.1,0.918,1.03
CC(C)OC(=O)CC(=O)CSc1nc2c(cc1C#N)CCCCC2,-1.1,-9.1,-2.2,2.2,1.7,-4.4,-5.5,1.09,0.978
COc1cccc(C(=O)NCCS(=O)(=O)N2CCCC2)c1,-1.6,0.5,-12.6,-0.2,-5.0,7.2,-0.1,0.995,1
COc1ccccc1CN(C)CC(=O)NC(=O)NC1CCCCC1,0.1,-3.3,-5.4,0.9,-3.7,-14.2,-1.1,1.03,0.991
Cc1ccccc1-n1ccnc1SCC(=O)NCc1ccco1,-0.5,2.9,-2.9,-4.0,1.5,-2.2,-2.0,0.971,1.04
O=C(c1n[nH]c2ccccc12)N1CCCCC1,0.6,-28.0,0.7,-14.1,-5.0,-3.1,-2.9,1.28,1.14
Cc1cc(Cl)ccc1C(=O)C1CCCN(C(=O)c2cnsn2)C1 (configuration not stated),1.7,-6.3,-4.6,-4.8,0.8,-1.4,2.1,1.06,1.05
Cc1cccc(C(=O)NC(=O)Nc2c(C)cc(C)nc2C)c1,1.5,-0.2,-3.8,-5.6,3.3,8.8,-2.0,1,1.06
O=c1[nH][nH]c(-c2ccccc2)c1C=Nc1ccc(OC(F)(F)F)cc1,1.9,4.3,3.6,7.4,-1.9,-9.8,1.0,0.957,0.926
Cc1cc(Cl)c(S(=O)(=O)N2CCCCCC2)cc1OCC(=O)NC1CCCCC1,37.2,-6.0,-8.9,-7.9,-1.5,26.1,-5.9,1.06,1.08
O=C(c1c(F)cccc1F)N(C1CCCCC1)C1CCCCC1,0.3,26.8,-6.1,-1.9,0.2,5.3,-3.1,0.732,1.02
COc1ccccc1OCCC(=O)NCc1ccc2c(c1)OCO2,-1.9,1.3,-3.0,-2.6,9.6,-9.4,2.9,0.987,1.03
CC1CCCCN1CC(=O)c1c[nH]c2ccccc12 (configuration not stated),-0.3,-6.9,0.6,-0.4,-1.3,0.8,-1.3,1.07,1
Cc1cc(C(=O)CN2CC(C)OC(C)C2)c(C)n1-c1ccccc1 (configuration not stated),-2.8,19.5,-7.8,3.6,-4.6,-11.0,-2.2,0.805,0.964
CCCCOc1cccc(-c2cc(C(=O)NNC(=S)NCC)c3ccccc3n2)c1,43.0,-48.9,-4.9,6.0,1.9,7.0,-5.6,1.49,0.94
O=C(NCc1cccnc1)c1cccc(S(=O)(=O)N2CCOCC2)c1,-1.8,10.2,4.1,5.8,6.4,-3.1,2.5,0.898,0.942
CC(C)(C)n1c(=O)[nH]c2c(c1=O)CCC2,-1.7,10.3,-6.6,3.5,-1.4,-12.5,2.2,0.897,0.965
CCCCOc1ccc(C2C3CN(C(=O)OCC)CC=C3C(C#N)=C(N)C2(C#N)C#N)cc1OC (configuration not stated),-1.4,7.1,-7.5,-0.7,-3.2,3.2,-2.4,0.929,1.01
COc1cc2c(cc1OC)CN(CC(=O)NC(=O)NCc1ccco1)CC2,-1.3,-0.9,1.3,-5.9,-0.8,-10.1,-0.3,1.01,1.06
COc1ccc(-c2cc(C(F)(F)F)nc(N3CCN(C)CC3)n2)cc1,2.4,2.8,-4.3,6.1,-3.3,-21.1,-5.8,0.972,0.939
CCc1ccc(C(=O)C(C)OC(=O)Cc2n[nH]c(=O)c3ccccc23)cc1 (configuration not stated),0.6,-26.1,0.5,4.8,2.1,-10.4,-6.8,1.26,0.952
COc1c(C)cc(S(=O)(=O)N2CCOCC2)c(C)c1C,-2.5,6.5,-0.5,8.2,-0.7,1.3,1.5,0.935,0.918
COc1cc(NC(=O)CN(C)S(=O)(=O)c2cccs2)cc(OC)c1,0.5,-4.4,-1.9,8.3,-3.1,-7.3,-0.9,1.04,0.917
COCCNC(=O)Cn1cnc2c(cnn2-c2ccc(C)cc2)c1=O,-0.5,4.4,-5.4,-2.1,-2.7,-3.3,-2.1,0.956,1.02
CCN=C(NCC)SC1CC(=O)N(c2ccc(OCC)cc2)C1=O (configuration not stated),0.5,-6.7,-0.4,-1.1,0.7,8.5,-2.6,1.07,1.01
COc1ccc(-c2c(-c3cc(OC)cc(OC)c3)n(C)c3ccc(-c4ccc(OC)c(F)c4)cc23)cc1,0.2,-4.1,-6.1,-24.3,-3.4,2.8,-2.6,1.04,1.24
COc1ccc(C)cc1NC(=O)COC(=O)Cc1ccc(-c2ccccc2)cc1,0.4,15.0,-6.0,7.3,-2.3,29.7,0.2,0.85,0.927
O=C1COc2cc(ccc2[N+](=O)[O-])Oc2ccc(cc2Cl)C(=O)CCCCO1,-0.9,3.4,-0.7,9.3,2.1,-5.7,5.1,0.966,0.907
CCOc1ccc(N2CC(C(=O)N3CCc4ccccc43)CC2=O)cc1 (configuration not stated),0.6,-9.0,0.3,-6.7,1.8,3.9,0.0,1.09,1.07
CCN(CC)CCNC(=O)Cn1c(-c2ccccn2)nc2ccccc21,0.2,15.6,-6.4,6.2,-0.1,2.1,1.7,0.844,0.938
CCCC(=O)N=C1SC2CS(=O)(=O)CC2N1c1ccc(C(C)=O)cc1 (configuration not stated),-0.1,17.9,-9.4,-8.8,-2.6,4.8,-2.9,0.821,1.09
CCOc1ccc(CCNC(=O)COC(=O)c2c(C)nn(-c3ccccc3)c2C)cc1OCC,-1.1,-10.8,-4.5,3.6,7.8,-1.2,-1.0,1.11,0.964
CCN1CCN(c2cc(C)c3cc(NC(=O)CCC(=O)N4CCN(c5ccccc5OC)CC4)ccc3n2)CC1,-2.2,1.7,-4.1,-5.9,1.8,-13.4,-4.2,0.983,1.06
COc1c(C(CC(C)C)OC(C)=O)ccc2c1C(=O)OCc1cc(C)cc(O)c1O2 (configuration not stated),2.4,11.5,-8.2,4.9,-3.9,-17.0,-3.2,0.885,0.951
NS(=O)(=O)c1ccc(-c2ccc(/C=N/Nc3ccc(C(=O)O)cc3)o2)cc1,3.6,8.4,11.4,31.1,20.7,-11.1,-3.6,0.916,0.689
O=C(CN1C(=O)NC2(CCCC2)C1=O)OCc1ccc(Cl)c(Cl)c1,-0.7,-2.7,4.9,-1.3,1.6,6.7,-6.0,1.03,1.01
COc1nc(-c2ccccc2)cc(-c2ccccc2)n1,1.6,4.8,-5.0,-1.6,1.1,21.9,-1.6,0.952,1.02
CCOc1cc(NC(=S)Nc2ccccc2OC)c(OCC)cc1NC(=O)c1ccccc1C,2.4,10.6,-4.6,17.2,-2.4,4.3,-5.7,0.894,0.828
CCOc1ccc(CCNC(=O)COC(=O)c2sccc2C)cc1OCC,-0.5,1.2,1.6,6.9,4.4,6.1,1.2,0.988,0.931
COc1ccc(NC(=O)CCN2CCN(S(=O)(=O)c3ccc(Cl)cc3)CC2)cc1,0.1,-12.6,-1.2,-25.0,-3.6,-12.5,0.7,1.13,1.25
O=Cc1c(NCc2ccc(Cl)cc2)c2ccccc2[nH]c1=O,-0.3,-5.6,1.6,-5.6,6.1,-1.1,-4.0,1.06,1.06
COc1ccc(C2=NOC(C(=O)Nc3c(C)n(C)n(-c4ccccc4)c3=O)C2)cc1 (configuration not stated),2.0,5.7,-6.2,-7.0,-2.4,-9.6,-1.6,0.943,1.07
Cc1noc(C)c1COc1cccc(C(=O)OC(C)C(=O)Nc2c(C)n(C)n(-c3ccccc3)c2=O)c1 (configuration not stated),-3.4,1.2,-12.5,-6.8,0.5,-8.9,-3.5,0.988,1.07
COc1ccc(C(CNC(=O)COc2cccc(C)c2)N2CCCC2)cc1 (configuration not stated),-0.9,-3.7,-2.4,-8.7,2.2,-1.2,-3.5,1.04,1.09
O=C(N/N=C/c1cccnc1)C1CCCCC1,0.6,-11.9,-2.1,9.6,5.0,-6.1,-3.6,1.12,0.904
C=CCn1cc(C(=O)NCc2cccnc2)c(=O)c2cc(S(=O)(=O)N(CC)CC)ccc21,-2.8,-6.0,-11.7,7.0,-4.6,-12.9,0.7,1.06,0.93
O=C(COC(=O)c1ccc(Br)o1)NCc1ccc(F)cc1,0.2,2.2,0.4,-15.9,1.6,-1.4,-4.6,0.978,1.16
CN1/C(=C\C(=O)Nc2ccc(Br)cc2)C(C)(C)c2ccccc21,27.8,1.0,-4.2,-6.6,0.6,-0.8,0.0,0.99,1.07
Cc1ccccc1NC(=O)Cn1c([N+](=O)[O-])cnc1C,20.5,7.1,-2.5,5.2,1.5,-12.9,0.0,0.929,0.948
CCOc1[nH]n(-c2ccc(Cl)cc2)c(=O)c1C=NCC(=O)OC,0.4,-40.1,-6.4,1.2,-2.2,6.0,-3.0,1.4,0.988

# Screening data from PubChem.
